Assay outcomes from PubChem BioAssay.
ABHD4 inh – ABHD4 inhibitors, primary screen, biochemical, fluorescence polarization, mouse; (Lyso)-N-acylphosphatidylethanolamine lipase (Mus musculus), Q8VD66; purified mABHD4, FP-Rh probe fluorescence polarization; inhibition, % at 8.92 µM; 0.54% of 370,000 active;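 active means inhibition exceeding the mean over every tested compound plus 3 SD, cut at about 30% in these data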;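 further: 0% = plate median of compound wells and 100% = S159A mutant with DMSO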
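System: mouse ABHD4 enzyme, wild type / Medium: HEPES pH 7.0, NaCl, Pluronic buffer / Reagent: FP-Rh activity-based fluorescent probe / Control set: S159A mutant high control, sample median low control / Detection: fluorescence polarization with parallel and perpendicular emission, 525/598 nm / Schedule: 45 min + 60 min at 25 °C / Compound dosing: 8.92 µM, single dose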
NPR2 activator – human GC-B receptor activators, primary screen, HEK293 GC-B cells, cGMP TR-FRET, EC30 CNP. 0% at EC30 CNP, 100% saturating CNP. activation, % at 10 µM. 0.11% of 370,000 active;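 active means activation at 10 µM reaching about 35% in either raw or pattern-adjusted values, limit read from the data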
HTRA1 inhibitor – HTRA1 serine protease inhibitors, primary screen, biochemical, fluorescence polarization, HTS; Q92743; recombinant HTRA1, FP-rhodamine activity-based probe; inhibition, % at 5.96 µM; 0.5% of 340,000 active; in the data active means inhibition above about 36%;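 further: 0% = enzyme with DMSO and 100% = wells lacking enzyme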
Target sequence (Q92743 whole entry, looked up): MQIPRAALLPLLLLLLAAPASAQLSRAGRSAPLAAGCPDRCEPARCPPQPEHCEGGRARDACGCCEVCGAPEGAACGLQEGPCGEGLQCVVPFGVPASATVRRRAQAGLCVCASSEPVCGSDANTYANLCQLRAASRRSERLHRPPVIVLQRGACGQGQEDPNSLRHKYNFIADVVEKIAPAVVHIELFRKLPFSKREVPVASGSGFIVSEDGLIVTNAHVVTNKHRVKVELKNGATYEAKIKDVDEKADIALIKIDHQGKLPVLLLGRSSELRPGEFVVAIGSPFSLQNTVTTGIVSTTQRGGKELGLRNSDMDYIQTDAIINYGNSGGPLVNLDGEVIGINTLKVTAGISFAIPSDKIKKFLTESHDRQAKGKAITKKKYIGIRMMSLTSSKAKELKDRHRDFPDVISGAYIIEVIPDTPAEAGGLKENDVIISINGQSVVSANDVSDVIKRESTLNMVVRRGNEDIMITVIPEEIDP
NPR1 activator – GC-A stimulated cGMP production enhancers – HEK293 GC-A cells, cGMP TR-FRET, EC30 ANP, primary screen | 0% at EC30 ANP, 100% saturating ANP | activation, % at 10 µM | Atrial natriuretic peptide receptor 1 (Homo sapiens), P16066 | 0.14% of 370,000 active; in the data active means activation above about 40%
UHRF1 MBD2 ctr – UHRF1 methylated DNA binding inhibitors, primary screen, counter-screen for MBD2 inhibitor project, biochemical, TR-FRET, human UHRF1, single concentration; E3 ubiquitin-protein ligase UHRF1 (Homo sapiens), Q96T88; UHRF1 binding to methylated oligo; inhibition, % at 4.4 µM; 0.75% of 370,000 active; in the data active means inhibition above about 21%;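 further: UHRF1 SRA domain binding a hemimethylated CpG hairpin DNA probe; 0% = median of test compound wells and 100% = reference inhibitor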
SIAE primary – human SIAE inhibitors, primary screen, biochemical, fluorescence polarization, FP-Rh probe, 1536-well HTS; 0.69% of 370,000 active; SIAE FP-Rh probe binding; AID 1053197, 2014; inhibition, % at 9.66 µM;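 active means inhibition above a cutoff: mean of compounds within the control limits plus 3 SD of those, cut at about 17% in these data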;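 further: 0% = plate median of compound wells and 100% = probe without SIAE protein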
rCAG RNA binder – binders of r(CAG) RNA repeats, primary screen, biochemical, fluorescence; r(CAG) RNA repeat, TO-PRO-1 dye displacement fluorescence; inhibition, % at 3 µM; 1.3% of 370,000 active;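 active means inhibition above the plate cutoff, the mean of all test compounds on that plate plus 3 SD, cut at about 35% in these data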;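 further: 0% = DMSO alone and 100% = 100 µM mitoxantrone as full dye displacement; higher means more dye released from RNA so lower well fluorescence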
TCR-CD3 inh – inhibitors of human TCR-CD3 interaction, primary screen, biochemical, fluorescence, TAMRA-labeled TCR probe; T-cell receptor (TCR); inhibition, % at 9.4 µM; 0.37% of 360,000 active; in the data active means inhibition above about 19%;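 further: recombinant mutant TCR 2C K166C tagged with TAMRA read by polarization; 0% = receptor in buffer alone and 100% = receptor with positive control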
PRMT1 inh – PRMT1 methyltransferase inhibitors, primary screen, biochemical, fluorescence polarization; inhibition, % at 2.79 µM; 1.3% of 370,000 active; recombinant PRMT1, activity-based probe fluorescence polarization; Protein arginine N-methyltransferase 1 (Homo sapiens), Q99873;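 active means inhibition above about 21% made by adding two undisclosed values, limit read from the data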
MBD2 inh – inhibitors of MBD2 binding to methylated DNA, primary screen, biochemical, TR-FRET, DNA-binding domain, human | inhibition, % at 4.4 µM | MBD2 binding to methylated oligonucleotide | 0.31% of 370,000 active; in the data active means inhibition above about 13%
Target sequence (Q9UBB5 whole entry, looked up, the tested form may be a part): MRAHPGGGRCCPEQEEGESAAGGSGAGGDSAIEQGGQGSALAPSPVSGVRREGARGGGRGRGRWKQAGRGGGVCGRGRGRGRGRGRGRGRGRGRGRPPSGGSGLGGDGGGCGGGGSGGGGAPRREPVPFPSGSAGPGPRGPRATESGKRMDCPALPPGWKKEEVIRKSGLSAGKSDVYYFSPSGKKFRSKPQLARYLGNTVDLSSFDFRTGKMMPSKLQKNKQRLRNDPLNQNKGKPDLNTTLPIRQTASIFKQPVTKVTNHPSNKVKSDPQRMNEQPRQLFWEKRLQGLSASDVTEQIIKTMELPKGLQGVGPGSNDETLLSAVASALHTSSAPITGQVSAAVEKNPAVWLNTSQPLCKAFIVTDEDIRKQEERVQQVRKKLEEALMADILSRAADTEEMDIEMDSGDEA
Active calls of the source: *; / = no result given.

mol	ABHD4 inh	NPR2 activator	HTRA1 inhibitor	NPR1 activator	UHRF1 MBD2 ctr	SIAE primary	rCAG RNA binder	TCR-CD3 inh	PRMT1 inh	MBD2 inh
Cc1ccc(C(C(=O)NCc2ccco2)N(C(=O)Cc2cccs2)c2cccnc2)cc1 (stereo unspecified)	-1	-2	-10	-12	0	4	-3	-3	-2	1
O=C(Nc1ccccc1[N+](=O)[O-])C1=C(O)CCn2c1nc1ccccc12	-7	16	-2	14	-3	-4	2	9	-2	-5
COc1ccc(C(=O)OC(C)C(=O)NC2CCCC2)cc1S(=O)(=O)N1CCOCC1 (stereo unspecified)	-5	-6	13	0	4	-4	0	2	-2	2
CCn1c2ccccc2c2nnc(SCC(=O)NCCOC)nc21	4	2	2	0	-1	2	-1	1	-3	-7
Cc1ccccc1C(=O)O/N=C(\c1ccccc1)c1ccccn1	6	1	-7	-14	0	11	-2	-2	-1	-3
Cc1nc(N2CCOCC2)nc(N2CCC(C)CC2)c1[N+](=O)[O-]	15	2	0	-4	4	0	-8	8	-2	1
CC(C)[Si]1(C(C)C)OCC2OC(n3cnc4c(N)ncnc43)C(N)C2O[Si](C(C)C)(C(C)C)O1 (stereo unspecified)	2	-9	-10	-13	-1	-5	2	-4	1	-3
CCn1nc(C)c(NC(=O)c2ccc(Br)o2)c1C	9	1	1	3	-2	4	2	5	-1	1
C/C(=N/NC(=O)c1ccoc1C)c1cccc(NC(=O)C2CC2)c1	-3	7	1	5	-1	-5	1	0	-3	-9
CCC(C)Cn1c(S(=O)(=O)O)nc2ccccc21 (stereo unspecified)	0	-1	0	0	0	-5	1	0	-1	2

Continued, overlapping the part above by 2 compounds.
mol	ABHD4 inh	NPR2 activator	HTRA1 inhibitor	NPR1 activator	UHRF1 MBD2 ctr	SIAE primary	rCAG RNA binder	TCR-CD3 inh	PRMT1 inh	MBD2 inh
C/C(=N/NC(=O)c1ccoc1C)c1cccc(NC(=O)C2CC2)c1	-3	7	1	5	-1	-5	1	0	-3	-9
CCC(C)Cn1c(S(=O)(=O)O)nc2ccccc21 (stereo unspecified)	0	-1	0	0	0	-5	1	0	-1	2
CCOC(=O)/C=C1\NC2(CCCCC2)Cc2cc(OC)c(OC)cc21	0	-3	0	-1	-3	-4	-3	3	0	3
CCOc1ccccc1NC(=O)C(NCC1(N2CCCCC2)CCCCC1)c1ccccc1 (stereo unspecified)	11	-22	1	-40	0	-5	-3	-4	4	-6
CN(CCO)c1ccc(/C=N/Nc2nncc3ccccc23)cc1	10	-5	4	-7	-9	2	4	3	-3	-3
Cc1ccc(S(=O)(=O)NC2=NCN(CCOC(=O)c3ccc([N+](=O)[O-])cc3)CN2)cc1	-4	2	1	-2	60*	5	2	5	1	2
CCCCc1nnc(SCc2ccc(OCC)cc2)n1N	-3	0	1	4	2	5	-8	1	-1	4
CCOc1ccc(-c2c(C(=O)N/N=C/c3ccc(OC)cc3)nnn2-c2nonc2N)cc1	2	3	-5	0	-2	-1	-1	2	0	1
CCOC(=O)N1CCN(C(=O)Cn2ncn3nc(-c4cccs4)cc3c2=O)CC1	-3	-8	2	7	-1	-3	0	3	-5	-1
Cc1ccc(S(=O)(=O)c2nnn3c2nc(N2CCN(c4ccccn4)CC2)c2ccccc23)cc1C	0	4	-2	1	2	4	2	10	-4	4
COc1cc2c(cc1OC)C(c1ccccc1)N(S(C)(=O)=O)CC2 (stereo unspecified)	0	-1	8	1	3	4	-4	5	-2	-2
CN(CC(=O)NCCc1ccc(F)cc1)Cc1cccs1	3	7	-7	-3	3	-1	-4	2	1	1
Cc1ccc(NS(=O)(=O)c2cc(N)ccc2Cl)c(C)c1	5	-1	0	-1	1	2	5	5	-3	2
COc1ccc(C2=CSC3=NCCN23)cc1Cl	16	-2	-6	4	-1	4	4	-2	11	-2
CSCCOC(=O)C1=C(C)NC(=O)CC1c1ccccc1Cl (stereo unspecified)	-5	-2	-4	-6	-2	-5	-6	5	0	0
CCCCN(CCCC)CC(O)COc1ccc(Br)cc1 (stereo unspecified)	5	-6	-2	-5	4	-3	-8	-3	7	4
O=C(NCCCn1ccnc1)c1cc(-c2ccccc2)on1	-4	-6	10	8	0	7	-2	3	-1	-2
CC(=O)OC12CCCN(C1)/C(=C/c1cccnc1)C2 (stereo unspecified)	5	-5	/	2	0	4	1	/	2	8
Cc1cc(NC(=O)CSc2ncnc3ccccc23)no1	-1	1	2	-2	-2	-1	9	5	5	3
CC(O)C(O)C(O)C(O)/C=N/NC(=O)c1ccccc1 (stereo unspecified)	-5	0	6	1	0	-3	-2	-14	2	5
COc1ccc(CNc2nnnn2C)c(OC)c1	6	-1	5	0	0	-6	3	16	3	-3
Cc1cc(N2CCN(C(=O)Oc3ccc([N+](=O)[O-])cc3)CC2)c2ccccc2n1	19	-5	/	3	-1	-2	4	3	0	-1
COC(=O)C(C(=O)OC)c1ccc(-n2cccc2)cc1	4	2	5	11	4	1	-1	-4	4	-1
O=C(Nc1ccc(S(=O)(=O)Nc2nccs2)cc1)C(F)(F)F	0	-1	-4	-2	-1	9	0	-2	-2	4
CC(=O)Nc1ccc(NC(=O)C(C)OC(=O)CC2CCCC2)cc1 (stereo unspecified)	-3	-4	-2	-2	-1	2	-3	2	-2	-2
CN(c1ccccc1)S(=O)(=O)c1ccc(NC(=S)NC(=O)C2CC2)cc1	-12	0	-48	0	0	-4	4	5	-2	-6
CC(=O)OC1C(OC(C)=O)C2C(C)CC3OC(=O)C(C)C3CC2(C)C1OC(C)=O (stereo unspecified)	2	6	2	0	0	3	-1	3	-9	-3
Cc1cccc(C)c1NC(=O)c1cc(S(=O)(=O)N2CCOCC2)ccc1F	-6	6	1	-2	12	-2	1	1	2	-1
CC(=O)Nc1ccc(S(=O)(=O)N2CCN(S(=O)(=O)N3CCC(C)CC3)CC2)cc1	1	2	-2	-4	1	-4	0	6	2	1
CC(=O)C1=C(O)C(=O)N(Cc2ccccc2)C1c1ccco1 (stereo unspecified)	1	1	1	2	-4	-3	3	4	3	-4
CC(C)(C)OC(=O)N1CCC(c2c(C(=O)O)cnn2-c2ccc(Cl)cc2)CC1	12	4	2	2	-3	8	12	3	-2	3
O=C(CN1C(=O)COc2ccccc21)NCCN1CCC(Cc2ccccc2)CC1	5	-1	2	-2	10	6	-4	4	-5	0
CN(C)CCCN(C(=O)C1COc2ccccc2O1)c1nc2ccc(F)cc2s1 (stereo unspecified)	-1	-6	5	-1	-1	5	2	4	0	3
CCc1nc2c(OCc3ccc(C(F)(F)F)cc3)cccn2c1N(C=O)Cc1ccc(OC)cc1	3	6	/	-3	-1	-7	3	-4	6	6
CCN(Cc1ccccc1)C(=O)CSc1nncn1C	-2	3	4	-3	4	-11	0	-5	8	8
CC(C)CNS(=O)(=O)c1cc(C(=O)N2CC(C)OC(C)C2)c(Cl)cc1Cl (stereo unspecified)	-1	7	2	-2	0	-2	-5	1	3	-1
Clc1ccc(-c2csc(NCC3CCCO3)n2)cc1 (stereo unspecified)	1	1	/	1	1	2	5	1	-1	2

Among those listed so far, these have an aryl methoxy group.
mol	ABHD4 inh	NPR2 activator	HTRA1 inhibitor	NPR1 activator	UHRF1 MBD2 ctr	SIAE primary	rCAG RNA binder	TCR-CD3 inh	PRMT1 inh	MBD2 inh
COc1ccc(C(=O)OC(C)C(=O)NC2CCCC2)cc1S(=O)(=O)N1CCOCC1 (stereo unspecified)	-5	-6	13	0	4	-4	0	2	-2	2
CCOC(=O)/C=C1\NC2(CCCCC2)Cc2cc(OC)c(OC)cc21	0	-3	0	-1	-3	-4	-3	3	0	3
CCOc1ccc(-c2c(C(=O)N/N=C/c3ccc(OC)cc3)nnn2-c2nonc2N)cc1	2	3	-5	0	-2	-1	-1	2	0	1
COc1cc2c(cc1OC)C(c1ccccc1)N(S(C)(=O)=O)CC2 (stereo unspecified)	0	-1	8	1	3	4	-4	5	-2	-2
COc1ccc(C2=CSC3=NCCN23)cc1Cl	16	-2	-6	4	-1	4	4	-2	11	-2
COc1ccc(CNc2nnnn2C)c(OC)c1	6	-1	5	0	0	-6	3	16	3	-3
CCc1nc2c(OCc3ccc(C(F)(F)F)cc3)cccn2c1N(C=O)Cc1ccc(OC)cc1	3	6	/	-3	-1	-7	3	-4	6	6

An excerpt; the hit share may differ from the screen's.
